# Screens as filed in PubChem.
# MLLE-PAM2 inh = inhibitors of microRNA-mediated deadenylation, human PABP1 MLLE binding; 360,000 compounds, 0.36% hits; GST-MLLE / FITC-PAM2 fluorescence polarization; inhibition, % at 20 µM; in the data active = inhibition above about 35%, passing the limit was not always enough;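 note: plate controls were DMSO wells with GST-MLLE for no effect and wells lacking GST-MLLE protein for full effect; some results filed as inactive read as strong as hits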
# Target sequence (P11940 whole entry, looked up): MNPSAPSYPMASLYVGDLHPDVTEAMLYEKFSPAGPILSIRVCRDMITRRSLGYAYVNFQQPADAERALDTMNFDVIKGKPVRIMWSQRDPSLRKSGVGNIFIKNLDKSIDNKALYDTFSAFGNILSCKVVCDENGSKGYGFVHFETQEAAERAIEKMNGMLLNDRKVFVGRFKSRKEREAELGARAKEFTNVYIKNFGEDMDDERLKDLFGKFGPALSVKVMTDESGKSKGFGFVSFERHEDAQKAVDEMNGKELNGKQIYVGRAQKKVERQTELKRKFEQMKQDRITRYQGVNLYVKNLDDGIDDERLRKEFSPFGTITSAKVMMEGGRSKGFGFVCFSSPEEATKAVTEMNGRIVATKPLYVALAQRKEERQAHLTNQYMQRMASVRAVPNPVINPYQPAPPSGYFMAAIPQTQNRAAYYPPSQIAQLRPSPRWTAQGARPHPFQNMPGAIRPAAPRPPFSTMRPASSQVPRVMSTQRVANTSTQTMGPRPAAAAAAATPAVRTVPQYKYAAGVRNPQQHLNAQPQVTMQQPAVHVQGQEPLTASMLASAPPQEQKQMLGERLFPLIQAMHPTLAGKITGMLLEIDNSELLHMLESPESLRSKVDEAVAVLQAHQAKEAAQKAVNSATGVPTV
# bovine MsrA act = activators of bovine methionine sulfoxide reductase A. 360,000 compounds, 0.3% hits. activation, % at 10.6 µM. purified bovine MsrA, absorbance read-out; in the data active = activation above about 7.5%;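 note: 0% = vehicle and 100% = reference activator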
# MT1-MMP act inh = inhibitors of human MT1-MMP activation. GFP/RFP ratio change, % at 20 µM. 360,000 compounds, 0.061% hits. HT1080 RFP-PRO-GFP cells, GFP/RFP ratio fluorescence, overnight; percent of plate control window, DMSO zero. P50281. AID 651647;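 active = GFP/RFP ratio change of at least 30% with cell ATP level not reduced by more than half and red fluorescence within 50% of control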; note: strong numbers were not always called active
#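 Material: RFP-PRO-GFP reporter HT1080 cells. Dosing: single-point 20 µM compound, 1% DMSO. Controls: DMSO and RFP-L50D-GFP cell wells. Timing: cells overnight before dosing, compound overnight, 37 °C, 5% CO2. Measure: GFP/RFP fluorescence ratio.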
# FAS TE block = blocks the thioesterase domain of human fatty acid synthase; P49327; inhibition, % at 15 µM; recombinant FAS-TE, OMFH fluorogenic substrate, fluorescence endpoint; 360,000 compounds, 0.67% hits;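 active = compounds whose normalised, plate-corrected inhibition of enzyme fluorescence in the single-dose primary screen is 50% or more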;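 note: 0% = DMSO with enzyme and 100% = substrate without enzyme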
# Rin1-Abl PPI inh = blocks binding of human Rin1 to Abl; P00519+Q13671; TR-FRET Rin1/Abl binding, biochemical; inhibition, % at 7.35 µM; 360,000 compounds, 0.4% hits; AID 588664; in the data active = inhibition above about 5%, passing the limit was not always enough
# Rpn11 block = inhibitors of human proteasome Rpn11 | calls only at 20 µM | human 26S proteasome, Ub4-pepOG fluorescence polarization; 20S core pre-blocked with epoxomicin | O00487 | 360,000 compounds, 0.59% hits;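 active = inhibition at 20 µM, scaled to each plate's controls, above about 33%, limit read from the data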
# CSN deneddyl inh = inhibitors of human CSN-mediated cullin deneddylation; Purified CSN, SCF-Nedd8-OG deneddylation, fluorescence polarization; 360,000 compounds, 0.38% hits; Q92905; AID 651999; inhibition, % at 12.5 µM;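 active = pattern-corrected inhibition above about 35%, with an unprinted fluorescence ratio check between 0.5 and 1.5, limit read from the data, passing the limit was not always enough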;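 note: 0% = enzyme with substrate and 100% = substrate without enzyme; some results filed as inactive read as strong as hits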
# Target sequence (Q92905 whole entry, looked up, one chain of several): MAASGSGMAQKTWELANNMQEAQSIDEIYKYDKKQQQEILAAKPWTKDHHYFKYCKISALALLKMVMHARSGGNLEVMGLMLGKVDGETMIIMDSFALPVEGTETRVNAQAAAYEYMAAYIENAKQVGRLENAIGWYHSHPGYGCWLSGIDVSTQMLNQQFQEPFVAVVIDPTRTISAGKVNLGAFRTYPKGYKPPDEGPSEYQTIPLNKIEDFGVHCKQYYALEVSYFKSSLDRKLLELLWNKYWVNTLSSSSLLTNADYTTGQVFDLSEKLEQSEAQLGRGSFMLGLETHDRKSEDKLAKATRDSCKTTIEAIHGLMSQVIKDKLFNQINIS
#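 Schedule: reaction 90 min, room temperature / Assay system: HEK293T-derived human Csn5 enzyme / Input: Csn5 at 0.24 nM final / Measure: inhibition of Csn5 cleavage, % / Control set: substrate-only high control, full reaction low control / Technique: fluorescence polarization of the substrate / Buffer or medium: Tris/NaCl/DTT buffer, pH 7.5 / Reagent: SCFSkp2-Nedd8OG substrate at 10 nM final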
# MsrA inh = inhibits bovine methionine sulfoxide reductase A; purified bovine MsrA, absorbance read-out; inhibition, % at 15.5 µM; 360,000 compounds, 0.75% hits; AID 651718; in the data active = inhibition above about 4.5%;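 note: 0% = vehicle wells with enzyme and 100% = reference inhibitor wells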
# E coli Lon inh = inhibitors of E. coli Lon protease; purified E. coli Lon protease, fluorescence polarization; inhibition, % at 7.94 µM; 360,000 compounds, 0.42% hits; in the data active = inhibition above about 13%, passing the limit was not always enough;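 note: 0% = enzyme with probe and DMSO and 100% = no enzyme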
# An asterisk follows results filed as active; i = inactive; . = not tested or not shown.
SMILES,MLLE-PAM2 inh,bovine MsrA act,MT1-MMP act inh,FAS TE block,Rin1-Abl PPI inh,Rpn11 block,CSN deneddyl inh,MsrA inh,E coli Lon inh
COc1ccccc1N1CCN(C(=O)c2ccc3noc(-c4ccccc4)c3c2)CC1,-13,-1,1,12,-2,i,3,0.5,-9
COc1ccccc1N1CCN(C(=O)COc2ccc(Cl)cc2Br)CC1,11,3,-4,21,1,i,-7,0.6,-8
Cc1cccc(NS(=O)(=O)c2cccc([N+](=O)[O-])c2)n1,3,-2,1,-3,3,i,6,0.3,0
CCOc1ccc(CCNC(=O)COC(=O)Cc2ccc(OC)c(OC)c2)cc1OCC,2,-2,0,-3,4,i,1,-1.0,-1
Cc1cccc(CCNC(=O)C2CCCN(c3cnccn3)C2)c1 (configuration not stated),8,-8,-5,-6,0,i,-1,0.4,13
CSc1nc(-c2ccccc2)nn1C(=O)c1ccc(Cl)cc1,-10,-2,5,34,-1,i,8,1.7,0
COC1=C(N2CCOCC2)C(=O)c2ccccc2C1=O,22,1,0,0,0,i,4,-0.8,2
COC(=O)c1cc(COC(=O)c2ccc3ccccc3n2)oc1C,20,1,-2,5,-1,i,4,-0.6,5
Cc1nn(C(=O)c2ccco2)c(C)c1Sc1ccc([N+](=O)[O-])cc1,8,-4,3,2,3,i,-4,0.5,-14
CCC(CC)C(=O)Nc1nc(-c2ccc3c(c2)CCN3C(=O)C2CC2)c(C)s1,10,-5,-4,10,0,i,-1,0.1,4
COC(=O)c1ccc2c(c1)NC(=O)C(N1CCCC1)S2 (configuration not stated),-7,2,-12,-10,5,i,4,-0.1,-18
COc1ccc(NS(=O)(=O)c2ccc3[nH]c(=O)[nH]c3c2)cc1OC,4,-4,2,-2,0,i,-4,-0.7,-2
CCCOC(=O)c1ccc(NC(=O)COC(=O)C2CCN(c3ccc(C(F)(F)F)cn3)CC2)cc1,-28,2,2,34,3,i,2,-0.3,1
COc1ccc(S(=O)(=O)c2nnn(-c3cccc(OC)c3)c2N)cc1,-5,-4,0,-1,-1,i,-2,-1.0,1
Fc1ccc(OCCCCCN2CCCC2)cc1,-14,-3,-1,-7,0,i,-3,0.3,-6
COc1ccccc1NCC(=O)Nc1cc(S(=O)(=O)N2CCOCC2)ccc1N1CCOCC1,-12,-6,-2,2,9.2*,i,4,-0.1,12
Cc1cc(C)c(C#N)c(SCC(=O)Nc2cc(C)on2)n1,-8,-4,5,0,-2,i,7,-0.5,7
CC(=O)NC12CC3CC(C1)CC(C(=O)N1CCN(c4ncccn4)CC1)(C3)C2,10,-5,-2,-3,0,i,0,0.7,7
Cc1cccc(N2CCN(c3nc4ccccc4n4cnnc34)CC2)c1C,8,-2,-1,18,-3,i,-1,-0.1,0
NC(=O)Cn1ccc(O)c(Cc2ccc(Cl)cc2Cl)c1=O,-12,-2,2,-6,0,i,2,0.2,-11
COc1ccc(CN2C(=O)C(CC(=O)NCc3ccco3)CC(C(=O)N(C(C)C)C(C)C)=C2C)cc1 (configuration not stated),-1,-4,4,-5,0,i,6,1.7,-5
CCOC(=O)c1cc2sccc2n1CC(=O)N1c2ccccc2CC1C (configuration not stated),-1,-2,-4,-2,2,i,1,-0.5,-4
COc1cc(NC(=S)N2CCCC(CO)C2)c(OC)cc1Cl (configuration not stated),-16,-1,2,-9,-1,i,0,-0.3,-6
COc1ccc(Cl)cc1C(=O)OCC(=O)NCc1cccs1,-17,-2,-1,20,-1,i,-4,1.1,1
Cc1nn(-c2ccccc2)c(C)c1C(=O)OCc1ccc(C#N)cc1,0,-2,-2,10,-1,i,-4,1.2,-1
COc1ccc(S(=O)(=O)Nc2ccccc2)cc1,-7,1,1,5,0,i,1,-0.7,-1
COc1cc(CN(C)C)cc(C=O)c1O,15,-5,2,-5,8,i,5,.,1
Cc1cc(NC(=O)CN2C(=O)NC3(CCCCC3)C2=O)ccc1N1CCCC1,-5,-2,1,-4,1,i,-6,0.7,0
COc1ccc(S(=O)(=O)N(NC2=NS(=O)(=O)c3ccccc32)C(=O)C(C)C)cc1,-7,-1,-5,-6,-2,i,-6,0.8,5
O=C(/C=C/c1ccc(O)c(O)c1)OC(Cc1ccc(O)c(O)c1)C(=O)O (configuration not stated),1,-5,5,0,10,i,4,3.2,2

# 3 entries already listed, ordered by SMILES length, high to low.
SMILES,MLLE-PAM2 inh,bovine MsrA act,MT1-MMP act inh,FAS TE block,Rin1-Abl PPI inh,Rpn11 block,CSN deneddyl inh,MsrA inh,E coli Lon inh
COc1ccc(S(=O)(=O)N(NC2=NS(=O)(=O)c3ccccc32)C(=O)C(C)C)cc1,-7,-1,-5,-6,-2,i,-6,0.8,5
Cc1cc(NC(=O)CN2C(=O)NC3(CCCCC3)C2=O)ccc1N1CCCC1,-5,-2,1,-4,1,i,-6,0.7,0
CCOC(=O)c1cc2sccc2n1CC(=O)N1c2ccccc2CC1C (configuration not stated),-1,-2,-4,-2,2,i,1,-0.5,-4

# (list continues)
SMILES,MLLE-PAM2 inh,bovine MsrA act,MT1-MMP act inh,FAS TE block,Rin1-Abl PPI inh,Rpn11 block,CSN deneddyl inh,MsrA inh,E coli Lon inh
COCCN(C(=O)CCl)C(C(=O)NC1CCCCC1)c1ccccc1C (configuration not stated),-1,-6,-1,6,-2,i,-2,-0.6,5
CCOC(=O)N1CCN(C(=O)C2CCN(S(=O)(=O)c3ccc(OC)cc3)CC2)CC1,1,-4,3,-4,1,i,10,0.0,0
CCOc1ccc(OCc2ccc(C(=O)N(CC)CC)cc2)cc1,0,-1,1,-3,4,i,3,-0.1,10
CCCN1C(=S)c2ccccc2C1c1ccccc1 (configuration not stated),4,-2,-7,20,0,i,2,0.1,5
Cc1ccc(N2CC(C(=O)N3CCC(C(=O)Nc4nnc(C(C)C)s4)CC3)CC2=O)cc1 (configuration not stated),10,-2,-2,-2,1,i,-3,-0.3,8
CN(Cc1cccs1)C(=O)Cc1c[nH]c2ccccc12,1,-1,0,-8,3,i,-9,-1.2,3
COc1ccc(C2=Nn3c(nnc3-c3ccco3)SC2)cc1,7,-8,2,-7,-2,i,-8,2.2,-12
COc1cccc(C(=O)NCCCNC(=O)c2cccnc2)c1,4,-4,0,-7,1,i,4,0.3,-8
Cc1cccc(N(C(=O)c2csnn2)C(C(=O)NC(C)(C)C)c2ccncc2)c1 (configuration not stated),12,-8,2,-9,3,i,4,0.6,-1
[O-]c1n[n+](-c2ccc(Cl)cc2Cl)cc2ccccc12,8,-10,12,4,-1,i,-12,2.4,0
COc1ccc(NC(=O)c2cc(OC)c(OC)c(OC)c2Br)cc1OC,7,-4,1,-12,3,i,0,0.1,2
Cc1ccc(C(=O)N/N=c2\oc3ccccc3cc2C(N)=O)cc1,-20,-4,2,-2,-4,i,2,2.0,1
CC(C(=O)Nc1ccc([N+](=O)[O-])cc1Cl)N1CCN(S(=O)(=O)c2cccs2)CC1 (configuration not stated),5,-9,-3,34,3,i,-4,0.2,-14
O=C(CCC(=O)N1CCCc2ccccc21)N1CCN(S(=O)(=O)c2ccccc2)CC1,-3,-3,1,-4,-3,i,-1,1.3,-3
Cc1c(C)c2c(OCC(=O)NCC(=O)NCC(=O)O)cc3c(c2oc1=O)CCC(C)(C)O3,4,-4,2,-4,3,i,5,4.5*,7
C#CCOCCOCCOCCNc1nc(N2CCOCC2)nc(N2CCN(C(=O)[C@H](CCCCN)n3cc(CCCC)nn3)CC2)n1,9,0,0,-15,5,i,-4,-0.3,0
COc1cccc(OCCOCCOc2ccc(C)cc2[N+](=O)[O-])c1,6,-2,3,27,4,i,-16,0.8,5
CC(Sc1ccc(Cl)cc1)C(=O)Nc1ccccc1C(=O)N1CCOCC1 (configuration not stated),14,1,3,0,-1,i,0,-0.4,-2
O=C1CC(Cc2ccc(Cl)cc2)C(=O)N1c1cc(Cl)ccn1 (configuration not stated),-1,-5,1,3,0,i,4,-0.9,-9
Cc1cccc(OCC(O)CN2CCOCC2)c1 (configuration not stated),9,-2,0,-2,1,i,-2,0.4,-5
CN(C)C(=S)NC(=O)C12CC3CC(C)(CC(C)(C3)C1)C2,-11,-2,1,-7,-1,i,-5,-0.6,3
O=C(Nn1cnc2ccccc2c1=O)c1ccccc1[N+](=O)[O-],-3,-4,1,-6,2,i,-4,0.6,0
CC(=O)NC(Cc1ccc(F)c(F)c1)C(=O)NC1CCN(S(=O)(=O)c2ccc(C)cc2)CC1 (configuration not stated),5,-1,0,3,1,i,1,-0.5,3
CCN1CCN(c2ccc(NC(=O)CCc3c(C)nc4c(-c5ccc(F)cc5)c(C)nn4c3C)cc2)CC1,-18,-2,-3,5,-6,i,4,-0.8,1
O=C1OC(c2ccccc2)=N/C1=C\N1CCCCC1,0,-2,21,-1,-2,i,1,5.7*,-9
C[C@@H]1COC(=O)[C@@H](CC(=O)OC(C)(C)C)C/C=C\C[C@@H](CC(=O)N(CCO)Cc2ccccc2)C(=O)N1,23,-1,2,-7,1,i,4,0.0,-5
O=[N+]([O-])c1ccc(COc2ccc(Br)cc2CN2CCOCC2)cc1,-56,-3,-1,16,0,i,7,0.9,-2
O=C(c1nnc(Cc2ccc(Cl)cc2)o1)N1CCOCC1,11,-2,0,-1,-2,i,-5,-0.4,-7
CCCOc1ccc(N2C(=O)CC(SC(=NCC)Nc3cccc(F)c3)C2=O)cc1 (configuration not stated),2,-5,1,-3,0,i,-4,0.9,4
COc1ccccc1C(=O)N1CCNC(=O)C1CC(=O)Nc1cccc(C)c1 (configuration not stated),-1,-6,-1,-9,4,i,-5,-1.4,-9
COc1cc(C)ccc1OCCCOc1ccccc1Cl,-5,-7,2,28,0,i,-6,-0.5,6
CCOC(=O)C1CCCN(S(=O)(=O)c2cc3c(cc2Cl)NC(=O)CO3)C1 (configuration not stated),-1,-2,9,7,-3,i,1,0.7,8
O=C(c1ccccc1)c1ccc(Cn2cc(CCCO)nn2)cc1,5,-2,6,-2,1,i,0,0.9,-1
Cc1cccc(OCC(=O)NCc2nnc3ccc(C(F)(F)F)cn23)c1C,-9,-1,3,2,-3,i,0,-1.1,-8
COC(=O)c1cccnc1Oc1ccccc1,10,-2,0,-3,3,i,-2,0.1,5
CCCC(=O)NC(=S)Nc1cccc2c(O)cccc12,28,-3,-24,-8,-6,i,4,-0.6,3
O=C(CCl)Nc1cccn2ncnc12,2,1,3,-2,-2,i,-2,-0.5,3
Cc1ccc(OCCCCN2CCC(C)CC2)cc1,3,-1,-1,-4,6,i,-4,.,-9
CCN1CCn2c3c(c4cc(C)ccc42)CCCC31 (configuration not stated),-23,-11,-3,-7,1,i,2,0.8,-5
Cc1cc2c(cc1C)-c1c(ssc1=Nc1ccc(S(N)(=O)=O)cc1)C(C)(C)N2,-5,-3,-5,6,1,i,-1,0.5,-7
CC1(C)Nc2ccccc2C(=O)N1c1ccc(Br)cc1,-2,-3,6,1,4,i,6,2.1,-2
CCCCC(=O)N1CC(=O)Nc2ccc(F)cc2C1c1ccc(F)cc1 (configuration not stated),-1,-3,-15,0,0,i,-4,0.9,-6
CC1(c2nnc(-c3ccc(Cl)cc3)o2)CC(c2ccc([N+](=O)[O-])cc2)=NO1 (configuration not stated),4,-2,2,12,-1,i,2,-0.6,-6
COc1ccc(OCCNC(=O)c2cccc(Oc3ccc(C(F)(F)F)cc3[N+](=O)[O-])c2)cc1,4,-1,2,27,1,i,-20,1.0,-8
